# Bioassay records (PubChem)
# TDP43 rescue: TDP-43 toxicity inhibition in yeast | TDP-43 expressing yeast growth rescue, BacTiter-Glo, 24 h | Potency, µM (top dose mostly 46.1 µM), for inactives: top-dose growth rescue (activation), actives largely listed as activators | 410,000 tested, 1.8% active; note: potency is the fitted concentration of half-maximal effect; % of control where 0% means no effect; nearly all actives have a fitted effect of over 50% in size
#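 In this qHTS, compounds that restore growth of yeast expressing TDP-43 appear as activators. Cells (OD600=0.02, galactose medium, raffinose-pregrown) are incubated with compound 24 hr at 30 deg C and growth is quantified by BacTiter-Glo.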
# D3 antag: blocks the human D3 dopamine receptor | max response, negative = inhibition, % | 360,000 tested, 2.5% active | D3R cells, DiscoveRx beta-arrestin luminescence, antagonist mode; stronger effect = lower value | P35462; in the data active = max response below about -50%; inconclusive = no clear call, values can overlap the other calls; note: % is set by controls: 0 for no effect and ±100 for the full control effect; mostly tested at two doses, the higher about 12 µM
#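 Cells expressing the human receptor were seeded at 1500 cells/well, incubated overnight at 37 degrees C in 5% CO2, then exposed to library compounds with dopamine controls for 90 minutes at 37 degrees C before luminescent detection.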
# GLP1R cytotox: cytotoxicity in counter-screen for GLP-1R inverse agonists; 410,000 tested, 0.13% active; AID 624418; HEK293 cAMP-luciferase reporter cells, luminescence, 24 h; Potency, µM (doses to about 38.3 µM), inactives show top-dose activity change, negative = inhibition, usual class: inhibitors;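 note: loss of luciferase light is scored as toxicity; potency is the fitted concentration of half-maximal effect; % is set by controls: 0 for no effect and ±100 for the full control effect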
#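 1536-well qHTS counterscreen of the MLSMR; 200 cells/uL, 12 h pre-incubation, 23 nL cpd, 24 h at 37 deg C 5% CO2, luciferase detection reagent, 12 min RT, luminescence. Inhibition = undesired.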
# GLP1R ag: agonists of human GLP-1 receptor | HEK293 GLP-1R CRE-luciferase, luminescence, 4-6 h; cells express a hypersensitive GLP-1R form | Potency, µM (doses to about 45.6 µM), without a hit: at the top dose activation, most hits filed as activators | 380,000 tested, 0.007% active; note: potency is the fitted concentration of half-maximal effect; % of control where 0% means no effect
# Target sequence (P43220 whole entry, looked up): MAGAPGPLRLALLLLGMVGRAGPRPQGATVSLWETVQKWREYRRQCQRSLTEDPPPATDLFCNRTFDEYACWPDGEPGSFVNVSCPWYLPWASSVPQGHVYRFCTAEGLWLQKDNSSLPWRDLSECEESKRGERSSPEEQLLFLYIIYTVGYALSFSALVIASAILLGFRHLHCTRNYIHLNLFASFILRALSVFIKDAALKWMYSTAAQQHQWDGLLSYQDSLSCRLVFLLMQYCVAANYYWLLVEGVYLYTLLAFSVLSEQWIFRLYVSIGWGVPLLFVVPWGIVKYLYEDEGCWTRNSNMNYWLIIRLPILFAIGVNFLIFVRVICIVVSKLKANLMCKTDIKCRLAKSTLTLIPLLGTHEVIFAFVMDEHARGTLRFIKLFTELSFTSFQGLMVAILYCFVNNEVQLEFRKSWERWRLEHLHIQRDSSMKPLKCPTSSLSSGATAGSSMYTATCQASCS
# KB-V1 cytotox: kills drug-selected multidrug resistant KB-V1 cells; 400,000 tested, 3.4% active; Potency, µM (doses to about 46.1 µM), without a hit: at the top dose activity change, negative = cytotoxicity, most hits filed as cytotoxic; KB-V1 MDR cells viability, CellTiter-Glo, 72 h; note: potency is the fitted concentration of half-maximal effect; % is set by controls: 0 for no effect and ±100 for the full control effect; nearly all actives have a fitted effect of over 60% in size
#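 KB-V1 MDR subline cells in DMEM (phenol-red free, 10% FBS) exposed to compounds in qHTS concentration series for 72 h at 37 degrees C. Viability read by CellTiter-Glo luminescence; concentration-effect curves fitted after normalization and correction.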
# D3 ag: activates the human D3 dopamine receptor; P35462; D3R DiscoveRx beta-arrestin cells, luminescence, 90 min; max activation, %; 410,000 tested, 0.58% active; in the data active = max activation above about 30%; note: 0% is about no effect; mostly tested at two doses, the higher about 12 µM
#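 Agonist mode: compounds and dopamine controls were applied to plated cells for 90 min at 37 degrees C after an overnight attachment at 1500 cells/well. Luminescent read-out followed 30 - 60 minutes at room temperature with DiscoveRx detection reagent.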
# PTHR1 ag: PTHR1 (human) receptor agonism; 410,000 tested, 0.075% active; HEK293 GP2 PTHR1 cells, GloSensor cAMP luminescence, 1 h; Potency, µM (top dose mostly 115 µM), for inactives: at the highest dose activation, most hits filed as activators; Q03431; note: potency is the fitted concentration of half-maximal effect; nearly all actives have a fitted effect of over 55% in size; some results filed as inactive show a strong effect at the top dose; inactives centre near -15; many of its hits are not listed in these tables
# Target sequence (Q03431 whole entry, looked up): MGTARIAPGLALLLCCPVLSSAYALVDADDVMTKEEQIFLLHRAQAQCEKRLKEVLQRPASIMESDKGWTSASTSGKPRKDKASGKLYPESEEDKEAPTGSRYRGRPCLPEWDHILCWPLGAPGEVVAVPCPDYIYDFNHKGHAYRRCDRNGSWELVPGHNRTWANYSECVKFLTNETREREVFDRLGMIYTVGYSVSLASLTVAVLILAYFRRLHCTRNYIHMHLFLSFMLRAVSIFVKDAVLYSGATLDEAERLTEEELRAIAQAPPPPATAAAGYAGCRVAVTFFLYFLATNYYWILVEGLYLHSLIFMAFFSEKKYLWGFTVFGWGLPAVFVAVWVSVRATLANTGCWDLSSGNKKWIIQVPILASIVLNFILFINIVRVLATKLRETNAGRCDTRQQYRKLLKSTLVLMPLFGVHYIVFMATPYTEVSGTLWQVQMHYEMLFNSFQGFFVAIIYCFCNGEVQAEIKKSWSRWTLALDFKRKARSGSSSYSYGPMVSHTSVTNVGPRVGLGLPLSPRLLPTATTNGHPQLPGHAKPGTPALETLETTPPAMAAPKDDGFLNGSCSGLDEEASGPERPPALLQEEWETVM
#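 HEK-293-derived GP2 cells expressing PTHR1 and a GloSensor cAMP reporter, 3,000/well, plated overnight, given luciferin plus IBMX (each 0.5 mM as added) for 1 h at 37 °C, then compound for 1 h at 37 °C. Luminescence was read after 15 min at room temperature.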
# aSyn yeast inh: alpha-synuclein toxicity inhibition in yeast; 370,000 tested, 0.14% active; AID 652106; Potency, µM (titrated, usually from 46.1 µM), for the others: at the top dose growth rescue (activation), most hits filed as activators; Yeast expressing alpha-synuclein, growth rescue, BacTiter-Glo, 24 h; note: potency is the fitted concentration of half-maximal effect; % of control where 0% means no effect; nearly all actives have a fitted effect of over 65% in size
#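 Readout is rescue of growth in alpha-synuclein-expressing yeast, so inhibitors of toxicity appear as activators. Growth after 24 hr at 30 deg C in galactose medium is quantified by luminescence.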
# GLP1R inv ag: GLP-1 receptor (human) inverse agonism. P43220. 410,000 tested, 1.6% active. Potency, µM (top dose mostly 38.3 µM), without a hit: top-dose activity change, negative = inhibition, hits mostly inhibitors. HEK293 GLP-1R CRE-luciferase, luminescence, 24 h; GLP-1R form is constitutively active. AID 624417; note: potency is the fitted concentration of half-maximal effect; % is set by controls: 0 for no effect and ±100 for the full control effect; nearly all actives have a fitted effect of over 55% in size
#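 Inverse agonists were sought by their lowering of basal cAMP reporter luciferase output in HEK293 cells stably carrying constitutively active human GLP-1R, after 24 h compound treatment.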
# Active calls of the source: *; i = inactive; ? = inconclusive; nt = no result given; & = joins results of further samples; [ ] = another dose, or the depositor's remark. Unless noted, calls come from the whole dose curve; as a rule, active = well fitted curve in the direction sought with a large enough effect; inconclusive = small, poorly fitted or top-dose-only effect, or another doubt; inactive = no such curve, though single readings can be large; an effect the other way counts as inactive or inconclusive. These rows are one share of the data; rates above refer to the full screens.
SMILES,TDP43 rescue,D3 antag,GLP1R cytotox,GLP1R ag,KB-V1 cytotox,D3 ag,PTHR1 ag,aSyn yeast inh,GLP1R inv ag
Cc1ccc(C(=O)Nc2c3c(nn2-c2ccccc2)CS(=O)(=O)C3)cc1C,26.1%,-16.7,10.1%,-0.1%,-17.5%,1.0,i,9.0%,3.1%
CCOc1ccccc1N(CC(=O)NC1CCCCC1)C(=O)CCC(=O)Nc1cc(C)ccn1,12.0%,-0.5,5.2%,17.2%,?,-3.5,-0.4%,1.6%,3.7%
Cn1c(=O)c2nc(SCCO)n(C)c2n(C)c1=O,-18.7%,17.7,-5.9%,8.7%,-2.7%,-2.6,-0.7%,-12.3%,-2.7%
CC(C)CCSc1nnc(Cn2c(=O)sc3ccccc32)n1C,23.1%,-23.3,13.8%,0.9%,-1.5%,-0.9,-9.0%,1.1%,-5.7%
c1cnc(NC2C3CC4CC(C3)CC2C4)nc1 (stereo not given),-4.5%,-7.7,2.6%,2.7%,3.3%,-2.2,?,2.5%,0.0%
CCCCNC(=O)C1(C)CCN1C(=O)c1ccc(C(F)(F)F)nc1C (stereo not given),5.9%,-5.6,3.9%,10.0%,16.1%,-4.4,-22.8%,1.8%,-8.3%
COC(=O)C1=C(C)NC(C)=C(C(=O)OC)C1c1cn(-c2ccccc2)nc1-c1ccco1,?,11.9,0.7%,1.3%,?,-1.9,i,2.1%,0.0%
COCCCNC(=O)C1CCC(CNS(=O)(=O)c2ccc(OC)cc2)CC1 (stereo not given),6.8%&-5.2%,-6.1,-4.9%&-2.5%,-10.4%,0.0%&20.9%,-1.0&-7.9,i,5.2%,18.0%&-4.4%
COCCC(=O)N1CCCC(N2CCN(c3ccc(F)cc3)CC2)C1 (stereo not given),-9.6%,-1.6,-0.2%,-5.7%,15.2%,0.4,-21.0%,-1.7%,5.8%
COc1ccc(CCNC(=O)CCCOc2ccc(Cl)cc2)cc1OC,26.5%,19.1,-2.3%,3.0%,-22.6%,1.2,-37.1%[inhibitor],15.5%,?
Cc1ccc(NC(=S)N2CC(C)OC(C)C2)cc1C (stereo not given),-2.7%,1.2,1.6%,6.0%,15.2%,1.7,i,-2.9%,20.2%
CCN(CC)S(=O)(=O)c1cc(NC(=O)COC(=O)CCC(=O)c2cccs2)ccc1C,-5.9%,12.9,5.5%,8.0%,6.0%,8.7,i,6.4%,0.2%

# Ordered by length of the SMILES (lowest first): part of the list above
SMILES,TDP43 rescue,D3 antag,GLP1R cytotox,GLP1R ag,KB-V1 cytotox,D3 ag,PTHR1 ag,aSyn yeast inh,GLP1R inv ag
COCCCNC(=O)C1CCC(CNS(=O)(=O)c2ccc(OC)cc2)CC1 (stereo not given),6.8%&-5.2%,-6.1,-4.9%&-2.5%,-10.4%,0.0%&20.9%,-1.0&-7.9,i,5.2%,18.0%&-4.4%
CCN(CC)S(=O)(=O)c1cc(NC(=O)COC(=O)CCC(=O)c2cccs2)ccc1C,-5.9%,12.9,5.5%,8.0%,6.0%,8.7,i,6.4%,0.2%
COC(=O)C1=C(C)NC(C)=C(C(=O)OC)C1c1cn(-c2ccccc2)nc1-c1ccco1,?,11.9,0.7%,1.3%,?,-1.9,i,2.1%,0.0%

# Carrying on:
SMILES,TDP43 rescue,D3 antag,GLP1R cytotox,GLP1R ag,KB-V1 cytotox,D3 ag,PTHR1 ag,aSyn yeast inh,GLP1R inv ag
COc1ccc(OC)c(N(C(=O)c2snc(C(N)=O)c2N)C(C(=O)NCc2ccccc2)c2ccc(O)cc2)c1 (stereo not given),-7.9%,-11.8,-9.0%,15.9%,?,-6.4,-0.3%,-8.8%,53.9%[activator]
CCOC(=O)c1csc(NC(=O)c2ccc(OC)c(OC)c2)n1,-12.9%,4.6,-47.3%,-6.0%,-7.4%,8.4,i,-5.9%,60.0%[activator]
CCN(c1ccccc1)S(=O)(=O)c1ccc(C(=O)Nc2ccc(C)cn2)cc1,-5.5%,5.7,5.0%,11.7%,?,18.3,-20.7%,-7.5%,-0.9%
COc1cccc(CNc2ccc(Br)cn2)c1O,-10.6%,-9.0,-4.5%,-1.2%,?,-20.3,-39.9%[inhibitor][57.5 µM],-5.1%,0.0%
CCCNC(=O)CCCCn1c(=S)[nH]c2c([nH]c3ccc(OC)cc32)c1=O,1.1%,-5.4,5.8%,-0.1%,22.2%,-3.5,-4.2%,-3.7%,6.4%
Cc1cc(C(C)c2ccccc2)c(O)c(CN2CCOCC2)c1C (stereo not given),9.9%,9.5,22.1%,4.6%,?,2.5,-0.9%[57.5 µM],2.5%,?
COc1ccc(NC(=O)C2=CC(c3ccc(C)cc3)=NS(=O)(=O)N2C)cc1,14.1%,13.2,-18.7%,1.0%,2.0%,2.9,i,-0.7%,?
CCOC(=O)c1nc2nc(C)cc(=O)n2[nH]1,3.4%,-17.4,-0.5%,-7.3%,-1.1%,-2.5,i,-0.2%,-7.7%
c1ccc(SCc2cn3cccnc3n2)nc1,-8.1%,-0.2,-4.5%,-3.7%,7.7%,1.4,i,-4.7%,17.0%
CC(=O)NC1C(OCc2ccccc2)OC2COC(c3ccccc3)OC2C1OCC(=O)O (stereo not given),-5.3%,-15.5,5.1%,0.1%,14.1%,-0.8,i,-6.3%,1.4%
COc1cc(CCCN2CCNC[C@H]2Cc2ccc(O)cc2)cc(OC)c1OC,10.8%,-15.3,-18.0%,12.0%,10.3%,-2.2,-19.4%,-0.2%,2.7%
COC(=O)C[C@H]1c2cc(F)ccc2S(=O)(=O)N1Cc1ccccc1OC,?,17.6,-2.8%,-6.1%,?,3.1,-13.1%,7.5%,2.2%
CC(C)(C)OC(=O)C[C@@H]1C/C=C\C[C@H](CC(=O)N(CCO)Cc2ccccc2)C(=O)N[C@@H](Cc2c[nH]c3ccccc23)COC1=O,23.6%,10.5,-6.5%,-0.6%,2.6%,-0.8,-11.7%,-1.3%,1.6%
CC1(OC(=O)C2CCCC2)C(=O)C=C2C=C(c3ccsc3)N(c3ccccc3)C=C2C1=O (stereo not given),?,-0.5,-2.7%,-1.0%,8.6%,4.8,-13.3%,-6.6%,-10.7%
C/C(Cn1cnc([N+](=O)[O-])n1)=N\NC(=O)c1ccc(O)cc1O,3.5%,-0.4,-13.0%,8.3%,-10.5%,-0.3,-10.0%,0.1%,1.5%
CCOc1ccc(S(=O)(=O)Nc2cccc(C(=O)NCC3(N4CCCCC4)CCCCC3)c2)cc1,23.1%,-11.2,?,-5.8%,?,-7.0,i,3.3%,?
Cc1cnc(CNC(=O)c2ccc3oc(Cc4ccccc4)nc3c2)[nH]1,8.6%,-4.7,-13.3%,2.2%,9.4%,-7.2,-24.1%,-10.7%,0.5%
Cc1cnc(CN(C)C(=O)c2ccc3oc(Cc4ccccc4)nc3c2)[nH]1,0.2%,-14.4,7.6%,14.2%,?,-6.3,-18.0%,-1.4%,-5.6%
CCOC(=O)c1ccc[n+](CC(=O)Nc2cc(C(F)(F)F)ccc2Cl)c1,-24.2%[0.397 µM],?,-4.4%,6.6%,?,-28.9,i,-6.6%,6.7%
Cc1ccc(S(=O)(=O)N2CC3(O)CN(C(=O)OC(C)C)N(C(=O)OC(C)C)CC3(OC(=O)Nc3cccs3)C2)cc1 (stereo not given),0.0%,27.6,2.8%,-5.0%,5.6%,3.4,-15.4%,13.1%,?
Cc1nc2ccc(S(=O)(=O)N(C)CC(=O)NCCc3ccccc3)cc2s1,5.4%,-5.1,-0.7%,5.3%,-1.4%,1.2,7.3%,-3.9%,-3.7%
NN1C(=O)/C(=C2/Sc3ccccc3N2CCCS(=O)(=O)O)SC1=S,4.6%,83.6,?,4.9%,11.4%,-2.7,i,-1.9%,12.3%
O=C(CCS(=O)(=O)Cc1ccc(Cl)cc1)NCCCN1CCN(c2ccccc2F)CC1,-9.2%,-69.7*,-11.5%,-5.9%,-6.1%,1.6,-18.8%,0.1%,?
Cc1csc2nc(-c3cccc(NC(=O)c4cccc(F)c4)c3)cn12,?,nt,-11.4%,-1.2%,?,-12.5,-35.2%[inhibitor],-16.4%,?
O=C(NCCc1ccccc1)C1CC(c2ccccc2O)=NO1 (stereo not given),11.2%,-9.8,-8.3%,0.3%,-0.1%,-7.7,-21.7%[57.5 µM],?,-4.4%
COc1cc(-c2noc(CCC(=O)NC3CCCCC3)n2)cc(OC)c1OC,-18.2%,1.2,-6.3%,5.9%,0.0%,4.8,i,-0.7%,16.5%
COc1ccc2c(CC#N)c[nH]c2c1,?,0.0,15.8%,-0.2%,0.0%,-5.0,-20.4%,0.5%,12.2%
Cc1cccc(N/C(N)=N/c2nc(C(F)(F)F)cc(C(F)(F)F)n2)c1,9.5%,2.2,3.3%,8.2%,0.0%,6.8,-1.6%,0.7%,-15.6%
O=C1c2ccccc2C(Nc2ccccc2)N1c1ccc(Cl)cn1 (stereo not given),14.0%,14.5,1.3%,-0.1%,4.2%,-1.8,i,8.5%,-27.4%
Cc1ccc(C(=O)Nc2ccc(SC(F)F)cc2)s1,?,-0.6,14.1%,10.8%,?,-3.0,-46.9%[inhibitor],-22.0%,?
COc1ccc(C(=O)Nc2cc(C)on2)cc1,10.5%,-11.1,3.6%,-5.2%,-18.6%,-0.1,-75.9%,-2.6%,-8.1%
CC(/C=N/NC(=O)c1ccco1)=C\c1ccccc1,17.3%,4.2,-15.7%,1.3%,-3.4%,-3.6,-12.0%,1.2%,?
O=C(/C=C/c1ccccc1)NCCCNC(=O)/C=C/c1ccccc1,21.9%,4.7,1.2%,1.2%,?,-1.4,-9.7%,-1.8%,26.0%
